Jurkat viability – cytotoxic compounds reducing Jurkat cell viability | Jurkat E6.1 viability, ATP luminescence, 48 h | inhibition, % at 4 µM | 56,000 compounds, 1.2% hits;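 active = inhibition above the mean inhibition of all tested compounds plus 3 SD, cut at about 28% in these data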
S1P3 ag – S1P3 (human) receptor agonism; Q99500; AID 373; activation, % at 4.5 µM; S1P3 NFAT-BLA reporter cells, FRET ratio; relative to 1 µM S1P, basal subtracted; 60,000 compounds, 0.1% hits;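 active = activation above the screen-wide mean plus 3 SD, cut at about 4.5% in these data, passing the limit was not always enough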; also: some compounds called inactive have numbers as strong as hits
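Benchmarks: high control 1 µM S1P / System: stable CHO line with human S1P3, Gα16, NFAT-BLA reporter / Dosing: single compound concentration, 4.5 µM final / Timing: 4 h compound at 37 °C, 2 h substrate at RT / Measured by: FRET β-lactamase substrate fluorescence, excitation 405 nm, 460/535 nm emission ratio, background-subtracted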
TNAP act mid DEA – activates human TNAP at intermediate phosphate acceptor concentration; activation factor at 20 µM; 64,000 tested, under 10 active; purified TNAP, CDP-star luminescence, 100 mM DEA, 30 min; active compounds read high; scale: 0 levamisole-inhibited, 1 vehicle-only enzyme;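 active = activation factor of at least 2 at 20 µM, relative to controls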
M1 agonist – activates the M1 muscarinic receptor | 64,000 compounds, 3% hits | B-score at 10 µM | AID 626 | CHO-M1 cells, Fluo-4 calcium fluorescence, agonist mode; active compounds read high;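 active = fluorescence rise, raw or as B-score row- and column-corrected plate score, outside the 99.7% band of its plate's samples, either direction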
Ec RNAP inh – Escherichia coli RNA polymerase inhibition | 62,000 compounds, 0.2% hits | P0A8V2 | inhibition, %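 (tested at 10 µM)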 | E. coli RNA polymerase, fluorescence transcription assay | AID 559; in the data active = inhibition above about 20%;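 also: 0% = enzyme without compound and 100% = no enzyme blank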
Target sequence (P0A8V2 whole entry, looked up): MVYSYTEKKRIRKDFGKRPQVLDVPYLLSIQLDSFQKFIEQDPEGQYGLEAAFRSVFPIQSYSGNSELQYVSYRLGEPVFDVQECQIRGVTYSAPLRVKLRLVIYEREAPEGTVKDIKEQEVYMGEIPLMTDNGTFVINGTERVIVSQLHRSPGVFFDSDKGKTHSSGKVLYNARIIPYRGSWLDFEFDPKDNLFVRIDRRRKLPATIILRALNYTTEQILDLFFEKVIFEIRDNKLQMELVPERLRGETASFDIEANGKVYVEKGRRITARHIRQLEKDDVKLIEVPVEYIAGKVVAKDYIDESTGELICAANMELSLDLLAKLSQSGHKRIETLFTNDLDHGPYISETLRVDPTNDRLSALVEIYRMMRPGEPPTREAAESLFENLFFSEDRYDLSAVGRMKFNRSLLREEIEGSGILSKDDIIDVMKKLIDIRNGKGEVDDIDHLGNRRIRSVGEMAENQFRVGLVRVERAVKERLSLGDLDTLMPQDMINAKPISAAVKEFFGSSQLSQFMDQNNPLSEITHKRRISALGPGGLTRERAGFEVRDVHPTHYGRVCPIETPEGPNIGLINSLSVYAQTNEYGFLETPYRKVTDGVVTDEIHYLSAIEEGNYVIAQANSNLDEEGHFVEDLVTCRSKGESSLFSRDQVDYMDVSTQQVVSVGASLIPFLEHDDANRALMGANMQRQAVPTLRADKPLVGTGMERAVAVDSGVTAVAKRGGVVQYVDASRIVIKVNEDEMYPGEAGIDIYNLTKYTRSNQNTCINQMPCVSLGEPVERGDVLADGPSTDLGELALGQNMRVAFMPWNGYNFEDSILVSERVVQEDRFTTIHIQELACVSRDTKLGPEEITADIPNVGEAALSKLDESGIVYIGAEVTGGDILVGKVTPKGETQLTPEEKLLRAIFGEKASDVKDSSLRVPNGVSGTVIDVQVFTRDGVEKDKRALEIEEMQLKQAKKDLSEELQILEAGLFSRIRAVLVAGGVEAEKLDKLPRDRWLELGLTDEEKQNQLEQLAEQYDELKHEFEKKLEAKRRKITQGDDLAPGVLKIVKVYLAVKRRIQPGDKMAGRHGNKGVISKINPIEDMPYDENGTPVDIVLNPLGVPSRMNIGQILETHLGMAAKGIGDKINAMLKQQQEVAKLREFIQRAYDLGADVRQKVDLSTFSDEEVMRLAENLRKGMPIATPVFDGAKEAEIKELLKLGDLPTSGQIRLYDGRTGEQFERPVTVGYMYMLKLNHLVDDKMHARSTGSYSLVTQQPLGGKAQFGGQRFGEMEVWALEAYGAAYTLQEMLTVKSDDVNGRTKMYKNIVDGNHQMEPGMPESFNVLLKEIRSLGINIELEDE
HEK293 NFkB inh – lowers PMA/ionomycin-induced NF-kB signal in HEK293 cells; AID 465; HEK-293 NF-kB luciferase reporter, luminescence; 62,000 compounds, 0.21% hits; inhibition, % at 3 µM;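 active = inhibition above the mean of all tested compounds plus 3 SD, cut at about 40% in these data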;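 also: 0% = stimulated DMSO wells and 100% = 10 µM reference inhibitor 5653914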
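Signal: luciferase luminescence; Material: HEK-293 cells with stable firefly luciferase reporter driven by four HIV NF-kB elements; Probe or stimulus: PMA with ionomycin; Replication: tested once; Times: 1 h compound pretreatment, then 16 h stimulation at 37 °C, 5% CO2; Benchmarks: DMSO and 10 µM reference inhibitor; Evaluation: per-plate % inhibition versus controls.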
M1 antag – M1 muscarinic receptor (rat) antagonism; P08482; CHO-M1 cells, Fluo-4 calcium, ACh EC80 antagonist mode; active compounds read low; B-score at 10 µM; 64,000 compounds, 3.4% hits; AID 628;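 active = calcium fluorescence response, raw or row-and-column corrected B-score, differing from the plate sample mean either way at a set confidence level, mostly lower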
D1 allo mod – D1 dopamine receptor (human) allosteric modulation | HEK293 D1, CRE-luciferase, dopamine EC30 potentiation; actives deviate in either direction | B-score at 10 µM | 58,000 compounds, 5.9% hits;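 active = luminescence count or its row- and column-corrected plate score outside the 99.7% band of the plate's sample wells, on either side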
S1P1 ag-PAM – agonists and agonism potentiators of human S1P1 receptor; activation, % at 9.5 µM; 56,000 compounds, 0.57% hits; S1P1 CRE-bla cells, forskolin, beta-lactamase FRET, potentiator mode; S1P1 agonist co-added at EC20, 2 nM; 100% = saturating reference agonist, 0% = basal; AID 449;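 active = activation above a cutoff set at the mean activation of all tested compounds plus 3 SD, cut at about 54% in these data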;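 also: forskolin at 4 µM as EC80 and the EC20 agonist is SEW2871; 100% = SEW2871 at its EC100 plus forskolin at EC80; some compounds past the cut are filed as inactive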
The depositor's hits bear a star; / = not tested or not shown.

SMILES	Jurkat viability	S1P3 ag	TNAP act mid DEA	M1 agonist	Ec RNAP inh	HEK293 NFkB inh	M1 antag	D1 allo mod	S1P1 ag-PAM
CC(C)Cn1c(CN(Cc2ccccc2)Cc2ccccc2)nc2c1c(=O)n(C)c(=O)n2C	7	-1.5	0.8	0.77	3	23	0.033	-0.068	-2
O=C(Nc1nc2ccccc2n1CCN1CCCC1)c1ccc(Cl)cc1	-1	-1.0	1	-0.022	4	-14	-0.67	-2.7	/
O=C(NCc1ccccc1)NC(=O)c1ccncc1	1	-0.2	0.9	-0.85	4	-7	0.34	0.49	/
COC(=O)CNC(=O)Cc1c(F)cccc1Cl	-13	0.7	1	0.2	4	9	0.26	0.32	-14
Cc1ccccc1NC(=O)C1Cc2ccccc2C(=O)O1 (configuration not stated)	-2	0.1	0.8	-0.74	17	-9	1.4	0.48	-11
COc1ccccc1CC(=O)N1CCN(c2cccc(C(F)(F)F)c2)CC1	15	-1.0	0.9	3.1	-1	12	-0.37	-0.46	/
O=C(c1ccccc1)c1cccn1CC(=O)N1CCN(C2CCCCC2)CC1	-3	0.2	0.9	-0.019	3	3	-0.21	0.6	-1
CC(C)(C)NC(=O)c1ccc2c(c1)N(CC(=O)N1CCN(c3ccccc3F)CC1)C(=O)C(C)(C)O2	0	-1.1	1	1.5	2	18	-0.16	0.28	12
COc1ccccc1NC(=O)N1CCN(c2ncccn2)CC1	5	-1.3	/	-0.21	/	-1	0.45	0.0065	6
COC(=O)c1cc(OC)c(OC)cc1NC(=O)c1c(-c2ccccc2)noc1C	-2	-0.4	0.9	1.8	/	14	0.028	3.3	-32
COc1ccc(-n2c(=O)[nH]cc(C(=O)Nc3ccc4c(c3)OCCO4)c2=O)cc1	2	1.1	0.9	-0.64	4	12	-0.19	-0.58	-24
COc1ccc(-n2c(-c3ccco3)n[nH]c2=S)cc1	-2	-1.6	0.9	-0.28	-8	8	0.026	0.02	-15
COc1cccc(NC(=O)Nc2cc(C)ccc2F)c1	3	1.0	0.9	0.24	10	-5	-0.59	-0.34	0
CC(C)(C)OC(=O)N1CCC[C@H]1c1nnc(SCc2ccc(Cl)cc2Cl)o1	-4	0.3	0.9	0.38	8	20	-0.057	-1.3	7
C=CCN1C(=O)C(O)=C(C(C)=O)C1c1ccccc1F (configuration not stated)	-14	-0.3	0.9	/	5	13	/	1.5	-6
COC(=O)c1ccc(S(=O)(=O)N2CCCCCC2)cc1	4	0.0	0.9	-0.045	7	10	-0.54	1.5	-5
CC(C)n1c(CNC(=O)c2ccccc2)nc2ccccc21	/	/	0.9	1.4	6	12	0	0.0025	/
OCC#CCSc1nnc(-c2ccccc2Br)o1	4	0.0	0.9	0.49	4	14	-0.65	1.5	-15
Cc1ccc(S(=O)(=O)c2nc(-c3ccc(F)cc3)oc2SCC(=O)NCC2CCCO2)cc1 (configuration not stated)	/	/	0.9	-0.6	-3	13	0.0071	-0.31	/
CC(C)(C)NCCCCOc1ccccc1F	-1	-1.4	0.9	-0.75	13	-1	-0.0039	-3.3	2
Cc1ccc(NC2c3ncccc3C(=O)N2C2CCCCC2)cc1 (configuration not stated)	-6	-0.7	0.9	-0.15	6	14	0.19	11*	-14
O=C1OC2(c3ccccc3)C3CCCC2C13	1	0.7	1	1.1	-14	3	0.21	1.8	3
Cn1c(=O)c2c(nc(N3CCCCC3)n2C)n(C)c1=O	1	-1.5	1	-0.059	1	9	0.12	2.2	-7
COc1ccc(C2=CC(=O)OC3(CCCCC3)O2)cc1	-6	0.0	0.9	0.59	10	4	-0.022	-0.14	-34
c1ccc(-c2nnc(-c3cccc(-c4nnc(-c5ccccc5)o4)c3)o2)cc1	-6	-0.1	0.9	-0.59	4	14	-0.19	-1.1	-11
CC(C(=O)NC1=NCCS1)(C(F)(F)F)C(F)(F)F	1	-1.5	0.9	1.3	6	4	0.57	-0.18	-2
Cc1ccc(CN2CCN(C(=O)CCN3C(=O)c4ccccc4C3=O)CC2)cc1	-4	-0.6	0.9	-0.26	9	9	0.0049	-0.63	-18
Clc1ccc(OCc2nn3c(-c4ccco4)nnc3s2)c(Cl)c1	-14	-0.3	0.9	-0.2	-2	10	0.35	0.44	-24
O=C(Nc1nccs1)C1CCN(S(=O)(=O)c2cnc[nH]2)CC1	-2	1.1	0.9	-0.64	2	7	-0.019	1.2	4
O=C1c2ccccc2C(=O)N1CC1=CCS(=O)(=O)C1	0	-1.0	1	-0.4	9	12	-2*	-0.029	-2
CC(C)(C)N=C1SCC(C)(/C=N/O)S1 (configuration not stated)	10	-1.8	1	-0.29	4	19	0.89	0.55	11
CCn1c(SCC(=O)Nc2ccc3c(c2)OCCO3)nc2c(c1=O)SC(C)C2 (configuration not stated)	-7	-1.3	1	-0.29	8	8	-2	2	11
CC(=O)Nc1ccc(S(=O)(=O)N2CCSC2c2ccccc2Cl)cc1 (configuration not stated)	12	-1.2	0.9	-0.16	/	12	-0.38	0.3	21
CCOC(=O)c1[nH]c2ccccc2c1NC(=O)CN1CCCCC1	-5	0.2	0.9	-0.14	10	0	-1.3	-0.013	-10
CCc1cccc(Nc2cc(C)nc3nc(C)nn23)c1	-4	-0.4	0.9	1.5	8	9	1.1	0.28	-40
Cc1ccc(S(=O)(=O)NCCCN2CCOCC2)c(C)c1	/	/	0.9	0.73	6	15	1.2	/	/

In the list so far, these have a halogen:
SMILES	Jurkat viability	S1P3 ag	TNAP act mid DEA	M1 agonist	Ec RNAP inh	HEK293 NFkB inh	M1 antag	D1 allo mod	S1P1 ag-PAM
O=C(Nc1nc2ccccc2n1CCN1CCCC1)c1ccc(Cl)cc1	-1	-1.0	1	-0.022	4	-14	-0.67	-2.7	/
COC(=O)CNC(=O)Cc1c(F)cccc1Cl	-13	0.7	1	0.2	4	9	0.26	0.32	-14
COc1ccccc1CC(=O)N1CCN(c2cccc(C(F)(F)F)c2)CC1	15	-1.0	0.9	3.1	-1	12	-0.37	-0.46	/
CC(C)(C)NC(=O)c1ccc2c(c1)N(CC(=O)N1CCN(c3ccccc3F)CC1)C(=O)C(C)(C)O2	0	-1.1	1	1.5	2	18	-0.16	0.28	12
COc1cccc(NC(=O)Nc2cc(C)ccc2F)c1	3	1.0	0.9	0.24	10	-5	-0.59	-0.34	0
CC(C)(C)OC(=O)N1CCC[C@H]1c1nnc(SCc2ccc(Cl)cc2Cl)o1	-4	0.3	0.9	0.38	8	20	-0.057	-1.3	7
C=CCN1C(=O)C(O)=C(C(C)=O)C1c1ccccc1F (configuration not stated)	-14	-0.3	0.9	/	5	13	/	1.5	-6
OCC#CCSc1nnc(-c2ccccc2Br)o1	4	0.0	0.9	0.49	4	14	-0.65	1.5	-15
Cc1ccc(S(=O)(=O)c2nc(-c3ccc(F)cc3)oc2SCC(=O)NCC2CCCO2)cc1 (configuration not stated)	/	/	0.9	-0.6	-3	13	0.0071	-0.31	/
CC(C)(C)NCCCCOc1ccccc1F	-1	-1.4	0.9	-0.75	13	-1	-0.0039	-3.3	2
CC(C(=O)NC1=NCCS1)(C(F)(F)F)C(F)(F)F	1	-1.5	0.9	1.3	6	4	0.57	-0.18	-2
Clc1ccc(OCc2nn3c(-c4ccco4)nnc3s2)c(Cl)c1	-14	-0.3	0.9	-0.2	-2	10	0.35	0.44	-24
CC(=O)Nc1ccc(S(=O)(=O)N2CCSC2c2ccccc2Cl)cc1 (configuration not stated)	12	-1.2	0.9	-0.16	/	12	-0.38	0.3	21

(more compounds)
SMILES	Jurkat viability	S1P3 ag	TNAP act mid DEA	M1 agonist	Ec RNAP inh	HEK293 NFkB inh	M1 antag	D1 allo mod	S1P1 ag-PAM
CC1CCCC(NC(=O)c2n[nH]c(=O)c3ccccc23)C1C (configuration not stated)	-6	-0.5	0.9	0.76	7	6	0.31	-0.11	-6
CCC(=O)N1CCN(c2ccc(Cl)cc2NC(=O)Cc2ccccc2)CC1	0	-0.9	1	0.019	9	10	0.71	-0.061	15
CC(=O)c1ccc(OC(=O)C2CC(=O)N(c3cccc(C)c3)C2)cc1 (configuration not stated)	-5	-0.7	0.9	1.6	9	18	0.31	-0.86	/
O=C(CCS(=O)NCc1ccccc1)NCc1ccccc1 (configuration not stated)	7	0.0	0.9	0.42	4	14	-0.32	-0.15	/
COC(=O)c1ccccc1NC(=O)c1cc2sccc2n1C	1	-0.5	0.9	-2.3	-1	-2	-0.019	-0.025	-23
Cc1csc(C(C#N)C(=O)c2ccncc2)n1 (configuration not stated)	4	-0.3	0.9	0.45	-1	17	0.031	0.43	6
O=C(CSc1nnc(-c2ccco2)o1)c1ccccc1	3	-1.4	0.9	1.6	1	0	1	0.48	13
Cc1ccc(S(=O)(=O)c2c(N)n(CC3CCOC3)c3nc4ccccc4nc23)cc1 (configuration not stated)	0	-0.1	0.9	-0.22	-14	13	0.66	2.1	-47
CCc1cc(Br)ccc1N1C(=O)C2CC=CCC2C1=O (configuration not stated)	4	-0.5	0.9	-1.2	7	14	-0.78	-0.11	/
CCCn1c(=O)c2ccccc2n2c(SCc3cc(=O)n4ccsc4n3)nnc12	-3	0.3	0.9	0.049	4	-4	-0.18	2.5	-9
c1ccc2c(Oc3ccc4c(c3)OCO4)nncc2c1	5	-0.7	0.9	-0.85	5	-30	0.1	/	-4
CCOCCCn1c(=N)c(C(=O)Nc2cc(C)on2)cc2c(=O)n3ccccc3nc21	3	-0.9	0.9	5.9*	2	14	-0.18	1.5	/
CCS(=O)(=O)N1CCN(c2ccccc2F)CC1	-3	-0.9	0.9	-1.1	7	15	0.28	1.7	-6
CSCC[C@H](NC(=O)C1CCN(S(=O)(=O)c2ccc(C)cc2)CC1)C(=O)NCC1CCCO1 (some centres not stated)	1	-0.4	1	0.22	3	-8	0.18	0.1	-4
C=CCn1c(=O)c2c(nc3n2CCS3)n(C)c1=O	3	-0.2	0.9	0.7	0	6	0.13	1.3	-3
O=C(C1CCN(S(=O)(=O)c2cccc3cccnc23)CC1)N1CCCC1	-1	-0.6	1	0.3	10	11	0.054	-0.16	12
O=C(Cn1cnc2c(nnn2Cc2ccccc2)c1=O)NCC1CCCO1 (configuration not stated)	-1	-0.3	1	-0.22	-1	9	-0.36	0.21	-6
CCN(CC)S(=O)(=O)c1ccc(/C(O)=C(\C#N)c2nc3ccccc3n2C)cc1	0	-0.5	0.9	2.1	-1	11	-0.11	-2.2*	11

Compounds as they come; any-hit rate near 12%.
